L3MBTL1 block: qHTS Assay for the Inhibitors of L3MBTL1. Potency, µM (series often up to 57.1 µM), for the others: at the highest dose activity, negative = inhibition, usual class: inhibitors. AlphaScreen L3MBTL1–H3K9me1 peptide binding. Lethal(3)malignant brain tumor-like protein 1 (Homo sapiens), Q9Y468. 230,000 compounds, 0.66% hits; active means well fitted inhibition curve with a large enough effect; inconclusive means small, poorly fitted or top-dose-only effect; inactive means no such curve, though single readings can be large or run the other way; further: nearly all actives have a fitted effect of over 60% in size
Target sequence (Q9Y468 whole entry, looked up): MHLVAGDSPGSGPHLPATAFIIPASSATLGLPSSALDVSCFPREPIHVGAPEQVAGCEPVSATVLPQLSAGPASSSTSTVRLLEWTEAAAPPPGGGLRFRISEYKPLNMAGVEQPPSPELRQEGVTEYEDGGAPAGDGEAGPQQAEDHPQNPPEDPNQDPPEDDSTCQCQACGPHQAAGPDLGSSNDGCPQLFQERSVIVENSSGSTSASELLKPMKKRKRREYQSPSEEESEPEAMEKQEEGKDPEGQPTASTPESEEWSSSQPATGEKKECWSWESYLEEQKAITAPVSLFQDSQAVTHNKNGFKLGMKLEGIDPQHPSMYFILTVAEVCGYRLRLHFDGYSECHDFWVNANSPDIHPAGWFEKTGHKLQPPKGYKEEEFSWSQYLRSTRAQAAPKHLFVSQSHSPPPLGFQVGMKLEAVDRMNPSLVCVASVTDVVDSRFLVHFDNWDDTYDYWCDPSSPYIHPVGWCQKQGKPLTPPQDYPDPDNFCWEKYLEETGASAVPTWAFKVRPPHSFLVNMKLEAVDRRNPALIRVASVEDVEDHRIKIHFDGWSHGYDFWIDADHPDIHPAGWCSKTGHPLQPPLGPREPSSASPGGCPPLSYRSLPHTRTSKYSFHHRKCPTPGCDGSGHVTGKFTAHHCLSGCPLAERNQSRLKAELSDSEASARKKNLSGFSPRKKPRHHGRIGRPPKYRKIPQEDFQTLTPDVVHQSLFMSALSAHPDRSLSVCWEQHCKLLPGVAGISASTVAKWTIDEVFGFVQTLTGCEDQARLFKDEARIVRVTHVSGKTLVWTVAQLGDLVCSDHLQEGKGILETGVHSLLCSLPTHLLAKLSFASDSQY
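AlphaScreen assay: L3MBTL1 (50 nM final) was preincubated 30 min at room temperature with biotinylated H3(1-15)K9me1 peptide (75 nM final), then 30 min with library compounds; streptavidin donor and nickel chelate acceptor beads (10 ug/mL final) added, 30 min dark.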
An asterisk follows results filed as active; ? = inconclusive; [ ] = remark or other dose. On the % scale 0 is the no-effect control and ±100 the full control effect; potency means the concentration at half of the fitted maximal effect.

SMILES	L3MBTL1 block
CC(C)(C)c1ccc(C(=O)NCCC(=O)Nc2ccc(S(=O)(=O)Nc3nccs3)cc2)cc1	-5%
CCN(c1ccccc1)S(=O)(=O)c1cccc(C(=O)NCc2cccnc2)c1	5%
Cc1ccc(C)c(S(=O)(=O)N(C)Cc2cccs2)c1	144%[activator]
O=Cc1ccc(OC(=O)Cc2ccc(F)cc2)cc1	5%[2.29 µM]
O=C(O)c1ccc2c(c1)C(=O)N(Cc1ccco1)C2=O	-24%
CC1CC(C)CN(C(=O)C(C)N(C)CC(=O)Nc2ccc(F)cc2)C1 (centres undefined)	3%
CCN1/C(=C2/SC(=S)N(NC(C)=O)C2=O)Sc2ccc(Cl)cc21	-3%
CC/C=C(\NC(C)=O)c1ccccc1	-3%
CC(=O)N1C(C(=O)O)Cc2c([nH]c3ccccc23)C1(C)C (centres undefined)	-2%
COc1ccc(CC(=O)Oc2ccccc2C)cc1S(=O)(=O)N1CCOCC1	5%
O=S(=O)(c1ccccc1)N1CCN(c2nc(-c3cccnc3)nc3ccccc23)CC1	-9%
COc1ccc(C2=CC(=O)C[C@H](c3ccc(Cl)cc3)C2)cc1	9%
O=C(O)c1ccc(/C=N/N2CCN(c3ccccc3)CC2)cc1	5%
CC(NC(=O)c1ccc(-c2ccccc2)cc1)C(c1ccccc1)N1CCOCC1 (centres undefined)	-3%
COc1ccccc1OCCNC(=O)c1ccccc1OCc1c(C)noc1C	-2%
Cc1ccc(-c2nnc(NC(=O)CCS(=O)(=O)c3ccc(F)cc3)o2)c(C)c1	2%
C/C(=N\NC(=O)c1cccc(S(=O)(=O)N2CCOCC2)c1)c1ccc(O)cc1	-3%
COc1cccc(C(=O)N(C)Cc2c(C)nn(C3CCS(=O)(=O)C3)c2C)c1 (centres undefined)	0%
COc1cc(OC)cc(-c2c(-c3cccs3)c3cc(-c4cnc(N)nc4)ccc3n2C)c1	0%
CCc1noc(C)c1C(=O)N(CC)CC(=O)Nc1cc(Cl)ccc1C	5%
O=S1(=O)N[C@@H](CC2=CCCCC2)C2CCCCC2O1 (some centres undefined)	3%
Cc1cc(C)cc(NC(=O)COC(=O)CCn2c(C)csc2=O)c1	-4%
CCN(CC(=O)Nc1ccc2c(c1)OCCO2)C(=O)/C=C/c1cccc(OC)c1OC	-5%
CC[C@]12c3[nH]c4cc(CCC(=O)N(C)C)ccc4c3CCN1C(=O)[C@@H](CC(=O)NC(C)(C)C)C[C@@H]2C(=O)N1CCN(C(=O)C2CC2)CC1	5%
COc1ccc(C)cc1S(=O)(=O)Nc1cc2c3c(c1)C(C)C(=O)N3CCC2 (centres undefined)	-8%
COc1ccc(C(=O)NCc2ccc(C)cc2)cc1S(=O)(=O)N1CCCC1	-19%
CN(C)c1ccc(C(=O)N(Cc2ccccc2)Cc2ccccc2)cc1	1%
O=C(COC(=O)c1cc(S(=O)(=O)N2CCCC2)ccc1O)Nc1ccc(F)cc1F	4%
O=C(NCCS(=O)(=O)N1CCN(c2ccc(F)cc2)CC1)C12CC3CC(CC(C3)C1)C2	-4%
CC1CCN(S(=O)(=O)c2ccc(NC(=O)Cc3ccc(S(=O)(=O)N4CCOCC4)s3)cc2)CC1	-2%
O=C(Nc1ccncc1)c1ccc(Cl)c(S(=O)(=O)N2CCCC2)c1	-5%
COC(=O)c1ccc(C2=NOC(C)(c3nnc(Cc4ccccc4)o3)C2)cc1 (centres undefined)	-12%
O=C(NCCN1CCOCC1)c1ccccc1N1C(=O)[C@@H]2Cc3c([nH]c4ccccc34)C(c3ccc(F)cc3)N2C1=O (some centres undefined)	18%
NC1(C#Cc2ccc3c(=O)c4ccccc4sc3c2)CCCCC1	3%
CCN(CC)S(=O)(=O)c1ccc(N2CCOCC2)c(NC(=O)C(C)Oc2ccc(F)cc2)c1 (centres undefined)	-4%
Cn1nc(C(=O)NNC(=O)C2CSC3(C)CCC(=O)N23)c2ccccc2c1=O (centres undefined)	6%
N#Cc1cccc(NC(=O)CNc2cccc(S(=O)(=O)N3CCCCC3)c2)c1	3%
C[C@@]12CCC[C@H](O1)[C@@H]([C@H](O)c1ccccc1)O2	44%[activator]
Cc1cccc(C)c1N(CC(=O)N1CCOCC1)S(C)(=O)=O	4%
COc1ccc([C@H]2CC(=O)C=C(c3cccc(Cl)c3)C2)cc1OC	6%
Cc1cc(C)n2nc(C(=O)OC(C)C(=O)c3cc(C)c(C)cc3C)nc2n1 (centres undefined)	5%
O=C(CSc1ccc2c(c1)OCCO2)N1CCN(c2ccccc2)CC1	-8%
O=C(NCCc1ccc(F)cc1)C(=O)NCC1CCCN1S(=O)(=O)c1cccs1 (centres undefined)	-1%
Cc1ccc(NC(=O)CN2C(=O)NC3(CCCc4ccccc43)C2=O)c(Cl)c1 (centres undefined)	0%
O=C(CN1c2cccc3cccc(c23)S1(=O)=O)NCCc1ccc(F)cc1	1%
COc1cccc(NC(=O)CN(C)C(=O)CC2CC3CCC2C3)c1 (centres undefined)	-4%
Cc1cc(Br)ccc1NC(=O)CNC(=O)COc1ccccc1C	-1%
CCC(C)c1ccc(NC(=O)COC(=O)C2CCCC2)cc1 (centres undefined)	9%
COc1cc(C(=O)NCC(=O)NCC2COc3ccccc3O2)cc(OC)c1OC (centres undefined)	0%
Cc1ccccc1C(=O)NCC(=O)OC1CCCCC1=O (centres undefined)	6%
N#Cc1c(NC(=O)COC(=O)c2ccc(O)cc2O)sc2c1CCC2	?
CCOc1ccc(-n2ccnc(SCC(=O)Nc3ccc(CC)cc3)c2=O)cc1	1%
COc1ccc(/C=C/C(=O)c2c(C)cc(C)[nH]c2=O)c2ccccc12	-7%
O=C(COC(=O)c1ccc2c(c1)OCO2)Nc1cccc(F)c1	30%
CC1CCCN(C(=O)COC(=O)C2=COCCO2)C1 (centres undefined)	10%
CCC(NC(=O)CSc1nnnn1C1CC1)c1ccc(Br)cc1 (centres undefined)	2%
Cc1ccc(C(=O)CCC(=O)OCC(=O)Nc2ccc3[nH]c(=O)[nH]c3c2)cc1	9%
CC12CC3CC(C)(C1)CC(C(=O)N1CCCC1)(C3)C2	4%
CN1CCN(C(=O)c2cc(Cl)cc(Cl)c2)CC1	3%[2.29 µM]
COc1ccccc1N1CCN(C2CC(=O)N(c3ccc(F)cc3)C2=O)CC1 (centres undefined)	-5%
New compounds follow.
SMILES	L3MBTL1 block
COc1ccc(NC(=O)c2cc(-c3ccccc3)nc3c2cnn3C(C)C)cc1	6%
CCNC(=O)N(CC)C[C@H]1N[C@@](Cc2ccccc2)(C(=O)OC)[C@H]2C(=O)N(C)C(=O)[C@@H]12	-1%
CC(C)CN(C(=O)C1CC1)C1CCS(=O)(=O)C1 (centres undefined)	9%
N#Cc1ccccc1OCC(=O)Nc1ccccc1C(=O)NC1CC1	3%
Cc1onc(-c2ccccc2)c1C(=O)NN1CCOCC1	2%
O=C(O)c1cc(S(=O)(=O)NCC2COc3ccccc3O2)ccc1Cl (centres undefined)	-3%
CC(C)N(C(=O)[C@H]1CC(CC(=O)NCC23CC4CC(CC(C4)C2)C3)C(=O)N2CCc3c([nH]c4ccccc34)[C@]12C)C(C)C (some centres undefined)	1%
O=C(NCc1ccccc1)c1cccc2c1C(=O)c1ccc(/C=C/c3ccccc3)cc1S2(=O)=O	-1%
O=C(NNC(=O)c1ccc(F)c(S(=O)(=O)N2CCOCC2)c1)c1ccc([N+](=O)[O-])cc1	9%
COc1cc(CCC(=O)OCC(=O)c2ccc[nH]2)cc(OC)c1OC	-3%
Cc1ccc(NC(=O)C(C)N2C(=O)c3ccccc3C2=O)cc1C (centres undefined)	-8%
CC1CCCCN1C(=O)NC1CC(=O)N(c2ccc3c(c2)OCCO3)C1 (centres undefined)	-4%
O=C(CC(=O)N/N=C\c1ccccc1)NCCc1ccccc1	-1%
COc1cc(C(=O)OCC(=O)N(CC(C)C)C2CCS(=O)(=O)C2)ccc1OCC(C)C (centres undefined)	8%
Cc1ccccc1NC(=O)c1cccc(S(=O)(=O)Nc2cccc(C(=O)O)c2)c1	1%
Cc1cc(C)c(S(=O)(=O)N2CCCCC2CCNC(=O)C(=O)NCCN2CCOCC2)c(C)c1 (centres undefined)	1%
C[C@@H]1COC(=O)[C@H](NC(=O)OCC2c3ccccc3-c3ccccc32)C/C=C\C[C@@H](CC(=O)N[C@@H](CO)Cc2ccccc2)C(=O)N1	4%
COc1ccc(NC(=O)Nc2cccc3c2O[C@H](CN(C)C(=O)Nc2ccc(C(F)(F)F)cc2)[C@@H](C)CN([C@H](C)CO)C3=O)cc1	-1%
CCc1ccc([C@@H]2CC=C(C(=O)O)[C@H](c3cccc(Cl)c3)N2S(=O)(=O)c2ccc(C)cc2)cc1	5%
Cc1ccccc1CSCC(=O)Nc1ccccc1Br	12%

Quoted from the results shown, 14 compounds:
SMILES	L3MBTL1 block
COc1ccc(NC(=O)c2cc(-c3ccccc3)nc3c2cnn3C(C)C)cc1	6%
CCNC(=O)N(CC)C[C@H]1N[C@@](Cc2ccccc2)(C(=O)OC)[C@H]2C(=O)N(C)C(=O)[C@@H]12	-1%
CC(C)CN(C(=O)C1CC1)C1CCS(=O)(=O)C1 (centres undefined)	9%
N#Cc1ccccc1OCC(=O)Nc1ccccc1C(=O)NC1CC1	3%
Cc1onc(-c2ccccc2)c1C(=O)NN1CCOCC1	2%
O=C(O)c1cc(S(=O)(=O)NCC2COc3ccccc3O2)ccc1Cl (centres undefined)	-3%
CC(C)N(C(=O)[C@H]1CC(CC(=O)NCC23CC4CC(CC(C4)C2)C3)C(=O)N2CCc3c([nH]c4ccccc34)[C@]12C)C(C)C (some centres undefined)	1%
O=C(NCc1ccccc1)c1cccc2c1C(=O)c1ccc(/C=C/c3ccccc3)cc1S2(=O)=O	-1%
O=C(NNC(=O)c1ccc(F)c(S(=O)(=O)N2CCOCC2)c1)c1ccc([N+](=O)[O-])cc1	9%
COc1cc(CCC(=O)OCC(=O)c2ccc[nH]2)cc(OC)c1OC	-3%
Cc1ccc(NC(=O)C(C)N2C(=O)c3ccccc3C2=O)cc1C (centres undefined)	-8%
CC1CCCCN1C(=O)NC1CC(=O)N(c2ccc3c(c2)OCCO3)C1 (centres undefined)	-4%
O=C(CC(=O)N/N=C\c1ccccc1)NCCc1ccccc1	-1%
COc1cc(C(=O)OCC(=O)N(CC(C)C)C2CCS(=O)(=O)C2)ccc1OCC(C)C (centres undefined)	8%

Later entries.
SMILES	L3MBTL1 block
CCOC(=O)N1CCN(C(=O)CCS(=O)(=O)c2cc3c(cc2Cl)NC(=O)CO3)CC1	4%
COc1ccc(CC(=O)NNC(=O)c2cc(C)oc2C)cc1OC	-7%
Fc1cc(F)cc(-c2c(-c3ccccc3)ncc3ccc(F)cc23)c1	23%
CCCCCN(C(=O)COC(=O)c1ccc(C)cc1)c1c(N)n(CCCC)c(=O)[nH]c1=O	13%
CCCCN1C(=N)N([C@@H](CCC)CN2CCC[C@H]2CN2C(N)=NC[C@@H]2Cc2ccccc2)C[C@H]1[C@H](C)CC	-6%
CN(CC(=O)Nc1ccc(F)c(F)c1F)C(=O)CCCc1nc2ccccc2c(=O)[nH]1	-1%
CCOC(=O)C1=CN(Cc2ccco2)S(=O)(=O)NC1c1cccc(OC)c1 (centres undefined)	-1%
CCCn1c(N)c(N(CCOC)C(=O)c2ccc(-c3ccccc3)cc2)c(=O)[nH]c1=O	12%
COc1ccc2oc(C(=O)OCC(=O)Nc3ccc(NC(C)=O)cc3)c(C)c2c1	-12%
COc1ccc(CN(CCc2ccccc2)Cc2ccccc2)cc1OC	63%[activator]
CC(=O)c1ccc(S(=O)(=O)Nc2ccccc2C(=O)NC2CC2)cc1	8%
CC(=O)N/C(=C\c1ccccc1)C(=O)OCC(=O)NC1CCS(=O)(=O)C1 (centres undefined)	3%
Cc1n[nH]c(=O)c2c(NC(=O)CSc3ccc(Br)cc3)oc(C)c12	-4%
COc1ccc(S(=O)(=O)N2CCN(c3ccc(F)cc3)CC2)cc1OC	-1%
Cc1ccc(C(=O)OCC(=O)Nc2cc(C(C)(C)C)no2)c(C)c1	3%
Nc1c(C(=O)Nc2ccc3c(c2)OCCO3)nnn1Cc1cccc(Br)c1	-3%
CCCn1c(N)c(C(=O)CSc2nnc3ccccn23)c(=O)[nH]c1=O	8%
COc1cccc(NC(=O)COC(=O)/C=C/c2c(C)nn(-c3ccccc3)c2C)c1	-5%
C[C@@H]1CN([C@@H](C)CO)C(=O)Cc2cc(NC(=O)C3CCCCC3)ccc2O[C@H]1CN(C)S(=O)(=O)c1ccccc1	2%
CCOC(=O)CN1C(=O)CC(c2ccccc2)C1=O (centres undefined)	2%
OCC1(Cc2ccccc2F)CCCN(CC2CCCCC2)C1 (centres undefined)	4%[2.29 µM]
N#CCC(=O)Nc1ccc(C(=O)OCC(=O)NC2CCCCCC2)cc1	3%
COc1ccc(NC(=O)C(=O)NCCC2CCCCN2S(=O)(=O)c2cccs2)cc1 (centres undefined)	2%
O=C(CN1CCCC1c1ccc2c(c1)OCCO2)NC(=O)Nc1ccccc1F (centres undefined)	0%
COc1ccccc1CNC(=O)C(c1ccccc1)c1ccccc1	-5%
COc1ccc(CCNC(=O)c2c(O)c3ccccc3[nH]c2=O)cc1	-1%
O=C(CCC(=O)N1CCSc2ccccc21)NCc1cccc(Cl)c1	-6%
CC1CCC2(CC1)NC(=O)N(CC(=O)N(Cc1ccccc1)C(C)(C)C)C2=O (centres undefined)	1%
O=C(COC(=O)COc1ccc(Br)cc1)NCC1CCCO1 (centres undefined)	5%
Cc1ccc(S(=O)(=O)N(Cc2ccccc2F)C(=O)N2CCN(C)CC2)cc1	-1%
CC1CCCCC12NC(=O)N(CC(=O)NCCc1ccc(S(N)(=O)=O)cc1)C2=O (centres undefined)	-4%

Screening results deposited in PubChem by National Center for Advancing Translational Sciences (NCATS).

The list is partial. The share of hits here may be higher or lower than overall.
